SIAH1 antagonists – Siah-1 peptide-binding antagonists, primary screen, biochemical, fluorescence polarization, rhodamine-plectin, uHTS (AID 1817). displacement, % at 20 µM; hits with a dose series show IC50 in µM. Siah-1 / rhodamine-plectin peptide fluorescence polarization; higher % means a stronger effect. 290,000 compounds, 0.02% hits;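 active = displacement of at least 50% at 20 µM, with a fluorescence ratio check between 0.3 and a set limit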;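 also: plate controls were Siah plus tracer with DMSO for no effect and tracer alone without Siah for full effect; strong numbers were not always called active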
LYP phosphatase – inhibitors of LYP phosphatase, biochemical, fluorescence intensity, uHTS (AID 1779); Tyrosine-protein phosphatase non-receptor type 22 (Homo sapiens); recombinant LYP phosphatase, fluorescence intensity; higher % means a stronger effect; one-dose inhibition, % at 11.5 µM; IC50 in µM for titrated hits; 290,000 compounds, 0.054% hits; in the data active = inhibition above about 50%;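 also: plate controls were vehicle with enzyme for no effect and no enzyme for full effect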
SV40 large T antigen – SV40 large T antigen inhibitors, biochemical (AID 1903); 310,000 compounds, 0.39% hits; inhibition, % at 20 µM, or IC50 in µM where a hit was titrated; SV40 large T antigen ATPase/helicase inhibition assay; higher % means a stronger effect; in the data active = a potency from the dose series; inconclusive = inhibition mostly from about 32% at the one dose, without a potency; inactive = the rest, 99 in 100 with inhibition below about 32%; also: strong numbers were not always called active
Rac1 GTP hydrolysis – MgcRacGAP GTPase-activating activity inhibitors, confirmation, biochemical, ADP Hunter fluorescence. MgcRacGAP-stimulated Rac1 GTP hydrolysis, ADP Hunter fluorescence; higher % means a stronger effect; GST-tagged Rac1 F28L mutant substrate. Rac GTPase-activating protein 1 (Homo sapiens). 340,000 compounds, 0.6% hits. inhibition, % at 30 µM; hits with a dose series show IC50 in µM;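 active = first-screen hits whose inhibition reached a set limit at any dose in the follow-up dose series; inconclusive = inhibition above the set first-screen limit but never retested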;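 also: fluorescence reports GDP produced by GAP-driven GTP hydrolysis; strong numbers were not always called active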
Dengue-2 NS5 capping – Dengue-2 NS5 methyltransferase inhibitors, primary screen, biochemical, confirmation dose response (AID 588689) | 340,000 compounds, 0.3% hits | Genome polyprotein (Dengue virus type 2 (strain 16681-PDK53)) | one-dose inhibition, % at 25 µM; IC50 in µM for titrated hits | Dengue-2 NS5 methyltransferase capping enzyme assay, biochemical; higher % means a stronger effect; in the data active = a potency from the dose series; inconclusive = inhibition above about 29% without an active follow-up result
HIV peptide binding – inhibitors of HIV fusion peptide binding, primary screen, biochemical, uHTS, fluorescence dequenching (AID 1986); cell-free peptide binding, fluorescence dequenching, 30 min; higher % means a stronger effect; inhibition, % at 20 µM, or IC50 in µM where a hit was titrated; 290,000 compounds, 0.3% hits; in the data active = inhibition mostly above about 52%, no sharp cut-off; inactive = mostly below about 76%; also: some results filed as inactive read as strong as hits
XIAP displacement – XIAP antagonists, biochemical, IAP family, fluorescence polarization (AID 1018); XIAP BIR domain, fluorescence polarization peptide displacement; higher % means a stronger effect; E3 ubiquitin-protein ligase XIAP (Homo sapiens); 200,000 compounds, 0.007% hits; displacement, % at 20 µM, or IC50 in µM where a hit was titrated; in the data active = displacement above about 50%; also: a part of the inactive calls stands beside numbers as strong as those of hits
RSV antiviral HEp-2 – RSV antiviral activity via CPE protection, HEp-2 cells, primary 10 µM value included (AID 2391); HEp-2 cells, RSV-induced CPE inhibition; higher % means a stronger effect; CPE inhibition, % at 10 µM, or IC50 in µM where a hit was titrated; 310,000 compounds, 0.13% hits; in the data active = a potency from the dose series; inconclusive = CPE inhibition mostly from about 23% at the one dose, without a potency; inactive = the rest, 99 in 100 with CPE inhibition below about 21%; also: strong numbers were not always called active
AID2073 – inhibitors of Mint1-CaV2.2 protein interaction, biochemical, HTRF (AID 2073). Voltage-dependent N-type calcium channel subunit alpha-1B (Homo sapiens). HTRF protein-protein interaction, Mint1-CaV2.2; higher % means a stronger effect. inhibition, % at 20 µM; hits with a dose series show IC50 in µM. 290,000 compounds, 0.19% hits; in the data active = inhibition mostly above about 51%, no sharp cut-off; inconclusive = no clear call, values can overlap the other calls; inactive = mostly below about 53%; also: some results filed as inactive read as strong as hits
Numbers without * were called inactive; u = inconclusive; x = no result given. This is a subset (hit frequency here may not be typical).

The line under a structure holds: SIAH1 antagonists | LYP phosphatase | SV40 large T antigen | Rac1 GTP hydrolysis | Dengue-2 NS5 capping | HIV peptide binding | XIAP displacement | RSV antiviral HEp-2 | AID2073
> CN1C(=O)N(C)C(=O)C2(Cc3cc([N+](=O)[O-])ccc3N(C)C2c2ccccc2)C1=O (configuration not stated)
    7.6% | -4.1% | 18.5% | 2.3% | 17.5% | 2.7% | -3.4% | 6.2% | 12.6%
> Clc1cccc(N2CCNCC2)c1
    x | x | -0.1% | 5.2% | 2.9% | x | x | -2.6% | x
> C=CCn1c(O)c(C(C)=Nc2cccc(C(=O)O)c2)c(=O)[nH]c1=O
    3.9% | -1.8% | 14.4% | 13.2% | 3.8% | 3.7% | x | -1.3% | 0.4%
> N#Cc1ccc(NC(=O)CN2CCCC2)cc1Cl
    5.4% | -2.3% | 11.9% | 0.8% | -10.9% | 0.8% | -2.4% | 2.3% | -6.0%
> O=[N+]([O-])[N-][n+]1cnn(Cc2ccccc2)c1
    2.9% | -6.9% | 0.5% | 2.1% | -10.1% | -0.5% | -4.1% | 2.3% | 8.3%
> COC(=O)C(O)(c1ccc(N(C)C(=O)OC(C)C)cc1)C(F)(F)F (configuration not stated)
    1.8% | -7.1% | 9.5% | -0.4% | -2.8% | -1.1% | -1.8% | 1.4% | -1.6%
> O=C(CF)NC(NC(=S)Nc1cccc([N+](=O)[O-])c1)C(Cl)(Cl)Cl (configuration not stated)
    9.1% | -7.1% | 9.6% | 13.1% | -0.9% | 0.6% | -1.0% | 3.9% | -3.6%
> O=C(c1ccc(-c2ccccc2)c(F)c1)C1CCCN(CCO)C1 (configuration not stated)
    -4.2% | -10.3% | 6.3% | 4.9% | -3.0% | -0.1% | -3.7% | -3.9% | -5.8%
> O=C(CCN1C(=O)COc2ccccc21)N1CCC2(CC1)OCCO2
    -1.3% | -6.9% | -2.0% | 3.5% | -2.8% | 1.5% | -1.2% | 1.8% | -2.1%
> CC1CCN(C(=O)c2ccc(N3CC4CC(C3)c3cccc(=O)n3C4)c([N+](=O)[O-])c2)CC1 (configuration not stated)
    9.2% | -2.2% | 9.7% | 2.3% | 0.0% | -1.6% | -5.6% | 4.0% | 3.2%

Next section:
The line under a structure holds: SIAH1 antagonists | LYP phosphatase | SV40 large T antigen | Rac1 GTP hydrolysis | Dengue-2 NS5 capping | HIV peptide binding | XIAP displacement | RSV antiviral HEp-2 | AID2073
> CCN(CC)CCNCC(=O)Nc1ccc(Cl)cc1C(=O)c1ccccc1
    6.8% | -10.1% | 6.6% | 7.6% | -12.7% | 1.8% | -30.4% | -0.7% | 4.7%
> Cc1ccc(C2N(c3ccccn3)C(=O)C3CCCN32)o1 (configuration not stated)
    6.5% | -2.2% | -2.6% | -0.4% | 2.7% | 0.0% | -2.5% | 0.2% | 1.1%
> O=C1NC(=S)N(c2ccc(Cl)cc2)C(=O)/C1=C/N1CCN(C(=O)c2ccco2)CC1
    -1.7% | 4.7% | 11.9% | 7.0% | -30.1% | 1.7% | -1.7% | 1.5% | 1.6%
> C/C(=N\N=C(N)N)c1ccccc1
    13.1% | -4.9% | -3.7% | 6.2% | 1.5% | 0.7% | x | -1.0% | 1.2%
> CC(C)OC1CCCC(O)C1CC(=O)O (configuration not stated)
    2.9% | 2.4% | 11.0% | 10.7% | -14.2% | 1.0% | x | 1.1% | 8.7%
> C=CCn1c(O)c(C(CC)=Nc2cc(OC)ccc2OC)c(=O)[nH]c1=O
    -0.9% | 4.8% | 8.1% | 9.2% | 0.6% | -0.6% | -3.4% | -0.7% | -12.5%
> COc1ccc(-c2nc3ccccc3c(=O)n2-c2ccc(OC)cc2)cc1
    0.6% | -4.8% | -1.1% | 0.0% | -0.7% | -0.7% | -5.8% | -0.3% | 37.6%
> Cc1cc(=O)oc2cc3c(cc12)CCCN3
    2.8% | -48.5% | 9.2% | x | -2.6% | 0.7% | x | 3.5% | u
> COc1ccc(N2CC2c2ccncc2)cc1 (configuration not stated)
    1.9% | -5.3% | 27.8% | 144µM* | 0.0% | -1.0% | 1.4% | -1.1% | -3.1%
> Cc1c(C(c2ccc(O)cc2)c2c(O)c3ccccc3oc2=O)c(=O)n(-c2ccccc2)n1C (configuration not stated)
    -0.6% | 1.8% | 11.3% | 11.7% | -6.5% | 2.3% | -8.5% | 2.1% | 9.8%

(listing goes on)
| Molecule | SIAH1 antagonists | LYP phosphatase | SV40 large T antigen | Rac1 GTP hydrolysis | Dengue-2 NS5 capping | HIV peptide binding | XIAP displacement | RSV antiviral HEp-2 | AID2073 |
| --- | --- | --- | --- | --- | --- | --- | --- | --- | --- |
| Cc1c(C=C2C(=O)N(C)C(=O)N(C)C2=O)c(=O)n(-c2ccccc2)n1C | 5.9% | -4.4% | 8.6% | -6.6% | -30.6% | 118.8% | 37.2% | 0.9% | 0.6% |
| O=[N+]([O-])NC1=NCCN1Cc1ccc(Cl)nc1 | -4.0% | -0.5% | 4.2% | 2.0% | -5.9% | 0.5% | x | -0.4% | 1.8% |
| c1ccc2sc(N3CCNCC3)nc2c1 | 3.4% | -3.9% | 6.9% | 5.0% | 5.9% | 0.6% | -2.6% | 0.7% | 5.7% |
| COCCCn1c(N)c(C(=O)NCCC(C)C)c2nc3ccccc3nc21 | 4.9% | -0.4% | -4.8% | 6.4% | -13.2% | 1.1% | -2.6% | u | 26.9% |
| Cc1ccc2c(c1)CC1(CN2C)C(=O)NC(=O)N(c2ccccc2C)C1=O (configuration not stated) | -1.7% | -5.3% | 4.3% | 6.4% | 0.0% | 1.1% | -3.3% | 1.6% | -6.1% |
| CCC(C)/C=C(C)/C=C/C1=CC2=C(Cl)C(=O)C(C)(OC(C)=O)C(=O)C2=CO1 (configuration not stated) | -0.3% | -1.3% | 4.6% | 5.0% | 38µM* | 10.3% | -1.5% | 2.2% | 31.0% |
| COc1ccc(C(=O)C2CCCN(Cc3ccc(F)cc3F)C2)cc1F (configuration not stated) | 14.0% | -10.5% | 13.7% | 1.8% | 1.6% | 2.2% | x | 1.8% | -0.6% |
| C=CCn1c(O)c(C=NCCN2CCOCC2)c(=O)[nH]c1=S | 2.4% | 3.2% | 6.9% | -4.1% | -5.4% | 2.5% | x | 2.2% | 15.4% |
| Cc1ccc(N(C)C(=O)Oc2ccc(C(=O)c3ccc(Cl)cc3)cc2)cc1 | -1.2% | 4.7% | 3.1% | 6.0% | -4.1% | -1.5% | -0.3% | -0.3% | 2.9% |
| C=CCn1c(O)c(C(C)=NCCN2CCN(C(=S)NC)CC2)c(=O)[nH]c1=O | 2.2% | -6.2% | 2.3% | 15.3% | -0.8% | 0.0% | x | 1.9% | 5.2% |
| O=C(N/N=C/c1c(O)n(-c2cccc3ccccc23)c(=O)[nH]c1=O)c1ccncc1 | -3.8% | -2.6% | 12.2% | 9.6% | -75.8% | 19.6% | x | 2.5% | 14.6% |
| CCN1CCN(c2nc([N+](=O)[O-])nn2C)CC1 | -1.6% | -3.4% | -19.4% | 5.7% | 4.6% | -1.3% | x | 1.4% | -6.6% |
| CN1CCN(c2ccccc2N)CC1 | -3.1% | -0.9% | 20.1% | 1.8% | -3.2% | 1.6% | -1.8% | 0.2% | 9.5% |
| CC(=O)O[C@H]1CC[C@@]2(C)[C@H](C1)C(=O)C[C@H]1[C@@H]3CC[C@@H]4[C@@H](CN5C[C@@H](C)CC[C@H]5[C@@]4(C)O)[C@@H]3C[C@@H]12 | 1.4% | -7.0% | 5.1% | 3.5% | -1.4% | -1.5% | x | 0.3% | 4.7% |
| O=[N+]([O-])c1ccc(N2CCCC2)cc1N/N=C1\CN2CCC1CC2 | 0.2% | 2.3% | 1.2% | 13.2% | -1.1% | -2.3% | -1.7% | 0.5% | -1.4% |

One compound at a time (already shown). Screens in order: SIAH1 antagonists, LYP phosphatase, SV40 large T antigen, Rac1 GTP hydrolysis, Dengue-2 NS5 capping, HIV peptide binding, XIAP displacement, RSV antiviral HEp-2, AID2073
O=[N+]([O-])c1ccc(N2CCCC2)cc1N/N=C1\CN2CCC1CC2 is entered as 0.2%, 2.3%, 1.2%, 13.2%, -1.1%, -2.3%, -1.7%, 0.5%, -1.4%
O=[N+]([O-])NC1=NCCN1Cc1ccc(Cl)nc1 is entered as -4.0%, -0.5%, 4.2%, 2.0%, -5.9%, 0.5%, x, -0.4%, 1.8%
C=CCn1c(O)c(C(C)=NCCN2CCN(C(=S)NC)CC2)c(=O)[nH]c1=O is entered as 2.2%, -6.2%, 2.3%, 15.3%, -0.8%, 0.0%, x, 1.9%, 5.2%
CN1CCN(c2ccccc2N)CC1 is entered as -3.1%, -0.9%, 20.1%, 1.8%, -3.2%, 1.6%, -1.8%, 0.2%, 9.5%

Going on with the list:
| Molecule | SIAH1 antagonists | LYP phosphatase | SV40 large T antigen | Rac1 GTP hydrolysis | Dengue-2 NS5 capping | HIV peptide binding | XIAP displacement | RSV antiviral HEp-2 | AID2073 |
| --- | --- | --- | --- | --- | --- | --- | --- | --- | --- |
| O=C(COC(=O)Cc1ccccc1)Nc1nnc(-c2ccccc2)o1 | x | x | 7.9% | 5.6% | -8.7% | x | x | 1.0% | x |
| Nc1ccc(Cl)cc1C(=O)c1ccccc1Cl | 1.5% | -3.2% | 0.9% | -6.8% | 1.5% | 1.7% | 0.3% | 1.7% | 2.3% |
| COc1cc(/C=C2/C(=O)NC(=O)N(c3ccc(C)cc3)C2=O)cc(OC)c1OC | 5.9% | -4.3% | 27.4% | -5.5% | -4.7% | 6.8% | x | 1.5% | 10.3% |
| CCC(=O)Nc1cc(C(=O)N2CCC3(CC2)OCCO3)ccc1S(=O)(=O)c1ccc(C)cc1 | 0.8% | -7.2% | -1.8% | 13.1% | -3.4% | -1.1% | -0.4% | 0.4% | 6.7% |
| O=C(Nc1ccc(OC(=O)N2CCCC2)cc1)N1CCOCC1 | 1.3% | -5.1% | 6.5% | 4.2% | 7.2% | -2.0% | -7.1% | 0.8% | 6.7% |
| CC(=O)Nc1ccccc1C(=O)C(=O)Nc1cccc(C(=O)N2CCC3(CC2)OCCO3)c1 | 2.0% | -2.0% | 8.1% | 2.1% | -9.2% | -1.2% | -2.3% | -1.1% | 0.9% |
| CCCN1CCC[C@@H](c2cccc(O)c2)C1 | x | x | -1.2% | 4.9% | -2.9% | x | x | -1.7% | x |
| Cc1ccsc1-c1nc(CSCC(=O)N2CCC3(CC2)OCCO3)c(C)o1 | 1.8% | -8.6% | 4.3% | 2.9% | -0.8% | 4.7% | -0.3% | 3.2% | 0.7% |
| CCCCc1nc2ccccc2c(=O)n1-c1ccc(Cl)cc1[N+](=O)[O-] | -5.8% | -0.2% | 8.6% | 2.6% | -0.7% | -3.2% | -5.1% | -1.1% | -14.6% |

Source: PubChem
